Shn3 3UTR inh: reduction of Shn3 3'UTR firefly luciferase signal, primary screen, Schnurri-3 inhibitor project, cell-based, Clone20 osteoblasts, set 2 | inhibition, % at 12.5 µM | Clone20 osteoblast Shn3 3'UTR firefly luciferase, 24 h | AID 588674, 2011 | actives 0.52% (n = 360,000);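 active = mean inhibition of at least 75% with every replicate also reaching 75%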;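 also: 0% = median of neutral control wells and 100% = pilot-screen positive control compound; some compounds past the cut are filed as inactive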
KKLEB tox: cytotoxicity in KKLEB CF airway cells, primary screen, cytotoxicity control for CF NF-kB inhibitor project, cell-based, uHTS, fluorescence assay plates. KKLEB CF airway cells viability, ATPlite luminescence, overnight; stronger effect = lower value; cells stimulated with P. aeruginosa culture filtrate. activity change (cytotoxicity), % at 5 µM. actives 0.36% (n = 360,000). AID 602141, 2011;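 active = corrected activity change at or below -50% at 5 µM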
TWEAK-Fn14 inh: inhibitors of TWEAK-Fn14 signaling, primary screen, luciferase reporter cells, uHTS; TWEAK-stimulated Fn14 reporter cells, luciferase luminescence, 8 h; actives 2% (n = 360,000); inhibition, % at 10 µM; AID 1159606, 2016; in the data active = inhibition above about 50%
NR2E3 ag-1: NR2E3 agonists in two-hybrid cells, primary screen, cell-based, luminescence, CHO-S, Gal4-NCOR/VP16-NR2E3; Photoreceptor-specific nuclear receptor (Homo sapiens), Q9Y5X4; luciferase; inhibition of corepressor binding, % at 3.98 µM; actives 0.35% (n = 360,000); AID 602229, 2012;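 active = inhibition above the mean of all tested compounds plus 3 SD, cut at about 70% in these data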;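 also: 0% = DMSO with NR2E3 transfected cells and 100% = cells lacking NR2E3 construct; higher means lower luciferase signal from less NR2E3 corepressor binding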
Target sequence (Q9Y5X4 whole entry, looked up, the tested form may be a part): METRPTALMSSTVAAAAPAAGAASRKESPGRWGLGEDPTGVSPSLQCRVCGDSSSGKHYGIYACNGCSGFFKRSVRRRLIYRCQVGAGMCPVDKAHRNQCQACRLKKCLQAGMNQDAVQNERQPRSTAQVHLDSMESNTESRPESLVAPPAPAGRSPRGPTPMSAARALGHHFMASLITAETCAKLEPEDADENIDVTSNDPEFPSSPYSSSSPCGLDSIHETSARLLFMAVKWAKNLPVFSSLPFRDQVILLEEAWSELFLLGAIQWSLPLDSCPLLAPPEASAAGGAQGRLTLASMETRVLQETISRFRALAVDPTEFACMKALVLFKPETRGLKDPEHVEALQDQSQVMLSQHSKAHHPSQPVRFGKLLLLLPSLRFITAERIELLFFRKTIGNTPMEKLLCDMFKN
TRAIL sens C8: viability loss with TRAIL in NB7+C8 cells, primary screen, TRAIL sensitizer project, cell-based, ATPlite luminescence | inhibition (viability loss, TRAIL sensitization), % at 10 µM | actives 1% (n = 360,000);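 active = compounds causing at least 50% loss of cell viability in the single-dose screen, relative to plate controls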
TROY NFkB inh: inhibitors of TROY-driven NF-kB signaling, primary screen, Q293 LMP1-TROYcd cells, NF-kB luciferase, uHTS; actives 0.98% (n = 360,000); Q293 LMP1-TROYcd NF-kB luciferase reporter, 4 h; inhibition, % at 10 µM; AID 1347056, 2019;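 active = compounds whose plate-normalised and pattern-corrected inhibition of the luciferase reporter signal at the single screening dose is 50% or more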
HIF-2a inh: HIF-2a reporter inhibitors, primary screen, luminescence, 786-0 RCC cells | 786-0 RCC cells HIF-2a reporter, luciferase luminescence, overnight | inhibition, % at 18.8 µM | actives 0.72% (n = 360,000) | AID 624352, 2012;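 active = inhibition of the luminescence signal of 40% or more relative to plate controls, in a single-dose primary screen at 18.75 µM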
NR2E3 ag-2: inhibitors of NR2E3-RetCOR corepressor binding, primary screen, NR2E3 agonist project, biochemical, TR-FRET, GST-NR2E3, biotin-RetCOR; AID 2300, 2010; actives 0.12% (n = 320,000); inhibition of corepressor binding, % at 4.78 µM; 1536-well; Photoreceptor-specific nuclear receptor (Homo sapiens), Q9Y5X4;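 active = percent inhibition above the cutoff of mean plus 3 SD of all tested compounds, set per screening campaign, cut at about 20% in these data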;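 also: 0% = DMSO wells and 100% = biotin wells as full block of FRET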
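System: GST-tagged NR2E3 plus biotinylated RetCOR corepressor; Buffer or medium: pH 7.5 Tris-based buffer; Probe or stimulus: RetCOR corepressor, biotinylated, 7 nM; Doses: compound at 4.8 µM, single dose; Schedule: 5 h incubation at 4 °C; Technique: time-resolved FRET; Evaluation: percent inhibition of TR-FRET ratio; Replication: one well per compound, singlicate testing.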
CF NFkB block: inhibitors of PAF-induced NF-kB signaling, primary screen, cell-based, GFP fluorescence, uHTS. KKLEB NF-kB-GFP reporter, GFP fluorescence overnight. actives 0.86% (n = 360,000). AID 588850, 2011. inhibition, % at 5 µM;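 active = at least 50% inhibition at 5 µM, scaled per plate between neutral and stimulator controls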;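 also: PAF is a Pseudomonas aeruginosa culture filtrate used as stimulus; plate controls were PAF-stimulated DMSO wells for no effect and unstimulated DMSO wells for full effect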
Peg3 prom inh: Peg3 promoter-driven luciferase inhibitors, primary screen, cell-based, HeLa, luciferase luminescence; HeLa PEG-Prom luciferase reporter, overnight; inhibition, % at 20 µM; actives 1.7% (n = 360,000);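 active = inhibition of at least 50% at 20 µM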
MITF TRPM1 inh: inhibitors of MITF-dependent TRPM1 promoter reporter, primary screen, cell-based, SK-MEL-5, single point, luciferase; SK-MEL-5 TRPM1 promoter luciferase, 24 h; inhibition, % at 12.5 µM; actives 0.83% (n = 330,000);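 active = mean inhibition across replicates of 60% or more, whatever share of single replicates reaches that level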; also: values of inactives mirror those of a sister screen read the other way
* marks the source's active call; other numbers are inactive results; nt = no result given.

SMILES	Shn3 3UTR inh	KKLEB tox	TWEAK-Fn14 inh	NR2E3 ag-1	TRAIL sens C8	TROY NFkB inh	HIF-2a inh	NR2E3 ag-2	CF NFkB block	Peg3 prom inh	MITF TRPM1 inh
COc1nccnc1NS(=O)(=O)c1ccc(NC(=S)NC(=O)c2cccnc2)cc1	nt	-5.1	10.0	-18.7	-19.1	12.5	12.4	-0.7	8.2	11.2	5.5
Cc1ccc(S(=O)(=O)N2CCOCC2)cc1C(=O)NCCc1ccc(Cl)cc1	-9.3	3.7	19.4	24.6	-0.3	4.6	9.2	nt	-0.2	-9.9	-6.2
CC1(c2nc3ccccc3[nH]2)c2ccccc2C(=O)N1Cc1ccccn1 (configuration not stated)	nt	nt	3.1	6.4	0.6	6.7	9.0	nt	nt	nt	nt
O=C(COc1ccccc1[N+](=O)[O-])N1CCC(Cc2ccccc2)CC1	9.9	10.5	-8.7	-12.6	-1.3	10.7	12.1	-0.5	-2.3	1.7	-5.9
O=C(COc1ccc(F)cc1)N(Cc1ccc(Cl)cc1)C1CCS(=O)(=O)C1 (configuration not stated)	-2.3	-7.6	16.6	6.0	-40.4	-19.3	8.1	0.7	33.5	19.2	0.5
NC(=O)c1ccc(-n2nnnc2Oc2ccccc2)cc1	-2.0	1.1	4.0	-5.1	-11.4	3.7	9.2	-0.1	14.0	2.8	5.3
Cc1ccc(NC(=O)CNC(C)c2ccccc2)cc1 (configuration not stated)	-52.1	3.8	-6.9	-39.2	-9.5	-20.7	-152.3	0.4	0.3	-101.8	-45.3
CC1(C)CC(CCC(=O)Nc2ccc(S(N)(=O)=O)cc2)C(=O)O1 (configuration not stated)	14.7	2.2	4.5	-8.5	26.4	-11.4	-76.0	-0.9	-15.7	-38.7	-5.1
Cc1c(C(=O)Nc2nccs2)oc2ccccc12	-63.4	6.1	-0.1	-134.8	16.3	-45.9	-175.9	nt	-29.8	-241.0	nt
COC(=O)c1ccc(C2/C(=C(/O)c3ccc4c(c3)CC(C)O4)C(=O)C(=O)N2Cc2cccnc2)cc1 (configuration not stated)	-17.8	8.6	-13.1	-31.2	-1.9	5.0	-4.3	1.8	-5.3	13.9	1.4
CN(C)S(=O)(=O)c1ccc(C(=O)Nc2ccc3ncccc3c2)cc1	-30.4	6.6	-27.2	-50.2	11.4	-37.5	-167.3	3.7	-15.4	-160.0	-64.1
COc1ccc(-c2csc(NC(=O)CN3C(=O)C4CCCCC4C3=O)n2)cc1OC (configuration not stated)	4.8	5.5	-0.6	-5.0	-11.5	33.3	0.7	5.5	-29.4	14.5	5.1
O=C(COc1ccc(Br)cc1Cl)N1CCN(c2ccccn2)CC1	11.8	1.8	-27.2	-8.8	2.3	9.7	-10.0	-2.7	-7.0	12.7	-3.6
CCCSc1cc(Cl)nc(N)n1	-0.4	-10.7	-2.7	34.9	-1.8	-8.7	5.7	0.1	3.3	-24.8	-5.5
COc1ccc(C(=O)NNC2CC(=O)N(Cc3ccccc3)C2=O)cc1OC (configuration not stated)	3.3	0.3	15.9	-5.4	15.8	-29.3	12.8	-2.6	3.7	-15.6	-2.9
Nc1ccc(NC(=O)NC2CCCCC2)cc1	-18.1	6.4	1.7	-5.7	-1.3	-3.2	23.1	-3.6	-1.1	-64.5	6.7
CCC(=O)N1CCc2cc(S(=O)(=O)NC(C(=O)NCc3ccc(F)cc3)C(C)C)ccc21 (configuration not stated)	2.8	-5.7	9.1	10.1	-10.0	4.4	4.0	3.8	14.5	13.7	8.5
O=C(C[n+]1ccc(Cc2ccccc2)cc1)Nc1ccc([N+](=O)[O-])cc1Cl	-6.1	-2.4	-9.8	-3.0	0.0	4.8	1.4	1.2	-5.9	7.7	6.0
COc1ccc(S(=O)(=O)NNC(=O)c2cc3cc4ccccc4nc3s2)cc1	62.2	-1.3	21.5	-4.9	-3.7	2.6	16.6	-4.0	-3.6	-19.3	-3.3
COc1ccccc1N1CCN(C2CCN(C(=O)c3cc(OC)c(OC)c(OC)c3)CC2)CC1	-19.9	-1.1	5.2	-13.1	-4.5	4.1	4.9	0.0	-11.4	8.5	-0.2

Some values from above:
CCCSc1cc(Cl)nc(N)n1 @ MITF TRPM1 inh = -5.5
Cc1ccc(NC(=O)CNC(C)c2ccccc2)cc1 (configuration not stated) @ MITF TRPM1 inh = -45.3

Later entries.
SMILES	Shn3 3UTR inh	KKLEB tox	TWEAK-Fn14 inh	NR2E3 ag-1	TRAIL sens C8	TROY NFkB inh	HIF-2a inh	NR2E3 ag-2	CF NFkB block	Peg3 prom inh	MITF TRPM1 inh
OC[C@@H]1CN(Cc2ccc(F)cc2)C[C@H](n2cnc3c(N4CCOCC4)ncnc32)O1	8.6	1.9	4.1	15.6	0.0	-2.9	5.9	nt	-20.0	4.2	nt
N#Cc1nc(COc2ccccc2)oc1N1CCOCC1	-5.2	1.9	4.0	-3.8	-1.8	-14.9	-27.8	3.9	-5.7	-10.6	-11.3
Cc1cccc(OCC(=O)Nc2c3c(nn2C(C)(C)C)CS(=O)(=O)C3)c1	16.6	10.0	4.1	-17.3	-2.6	16.3	9.0	1.1	18.0	3.5	11.8
CCc1ccc(S(=O)(=O)Nc2cc3c(cc2C)n(C)c(=O)n3C)cc1	73.9	-8.2	46.0	97.8*	24.3	21.1	-37.4	1.3	-21.2	29.8	14.3
COc1cccc(NC(=O)N2CCN(C(=O)C(Cc3ccc(OC)c(OC)c3)NC(C)=O)CC2)c1 (configuration not stated)	1.6	6.6	15.2	4.7	3.9	1.8	3.4	3.0	6.9	3.4	4.1
COc1ccccc1-c1nn2c(C(F)(F)F)nnc2s1	-11.7	8.8	-31.2	-8.3	5.0	-28.0	-21.2	-0.2	-11.8	1.2	3.7
CN(CC(=O)Nc1ccc(Cl)c(C(F)(F)F)c1)C(=O)/C=C/c1cccs1	-58.6	-10.2	-2.1	24.6	-14.1	14.3	6.0	1.4	-0.9	9.4	-6.6
COc1ccc(CCNC(=O)CSc2nc(C)nc3c2c(=O)n(C)c(=O)n3C)cc1OC	-4.3	12.6	-14.5	-24.5	0.0	6.3	11.9	8.7	10.9	11.8	-10.2
CCOC(=O)c1c(C)[nH]c(C)c1C(=O)CSc1nc2ccccc2n1CC	-2.7	-6.2	2.4	-7.3	11.0	8.6	6.9	1.0	6.3	13.1	0.5
O=C(Nc1cccc2c1CCCC2)c1cc(C2CCCCN2C(=O)OCCF)on1 (configuration not stated)	55.8	7.0	-12.7	-20.4	3.6	-0.9	8.5	nt	-8.9	17.1	nt
CCC(Sc1nc2ccccc2[nH]1)C(=O)Nc1cc(C)on1 (configuration not stated)	-8.1	8.2	1.4	-15.2	1.6	12.4	7.5	3.7	1.2	14.2	5.6
O=C(O)c1ccc2cc[nH]c2c1	-9.0	-14.0	-8.9	-1.2	-0.3	-4.8	7.0	-3.4	20.4	-8.5	-2.2
C[C@H](CO)N1C[C@H](C)[C@H](CN(C)S(=O)(=O)c2cccs2)Oc2ncc(-c3cc4ccccc4o3)cc2C1=O	12.5	3.4	12.4	-38.5	-12.5	-0.7	-16.3	nt	-4.2	-10.4	nt
O=C(Nc1cccc(Cl)c1)C1=Cc2cc(Cl)ccc2OC1	25.4	6.3	7.1	-7.7	-8.4	41.7	-197.9	0.3	3.3	-45.6	-14.8
COc1ccc(/C=C/C(=O)NCCNC(=O)c2ccccc2)cc1OC	3.5	-13.6	-17.6	-7.0	0.7	-10.2	26.4	2.3	-5.6	6.4	-18.6
CCOc1cc(C2C3=C(CCCC3=O)NC3=C2C(=O)CCC3)ccc1OCCO	6.4	8.3	-3.1	14.4	-0.8	10.3	-12.6	1.7	-5.5	-4.2	5.9
Cc1cc(=O)[nH]c(SCc2nc3ccccc3s2)n1	-15.0	9.5	-24.1	-29.7	-1.9	-6.4	-10.4	3.1	-7.7	-14.6	5.9
COCCCn1c(=O)c2sccc2n2c(CCCC(=O)NCc3cccc(OC)c3)nnc12	-19.5	-7.2	10.5	-1.1	13.7	-13.7	18.6	-0.8	-0.4	8.5	3.1
O=C(c1ccncc1)c1ccc(NS(=O)(=O)c2ccc(Br)s2)cc1	0.9	8.4	0.3	14.8	7.3	5.0	5.0	-0.9	-13.6	10.9	2.5
CC(C)C[C@@H](CO)NS(=O)(=O)c1c(F)cccc1F	-6.4	10.4	16.7	-21.3	-3.5	-12.2	-5.7	nt	-4.0	8.0	-9.3
CSc1ccc(CN(C)C(=O)C2CCN(C(=O)Nc3ccccc3)CC2)cc1	24.7	-6.8	-18.3	23.5	-1.0	7.6	10.6	5.0	17.5	12.7	0.9
O=c1ccc2[n+]([O-])c3ccc(O)cc3oc-2c1	-28.2	10.8	-1.4	0.6	-7.4	6.3	8.4	nt	14.4	3.6	7.9
CC1(C)CCC[C@]2(C)[C@H]3CC(=O)O[C@]3(C)CC[C@@H]12	1.1	-2.2	-2.6	-11.8	-8.5	-7.3	13.9	-3.1	17.6	-7.7	3.4
O=C(NCCc1ccccc1)C1CCN(C2CCN(Cc3ccc(CO)o3)CC2)CC1	9.8	-7.0	2.3	-11.6	-0.3	1.5	0.1	0.5	-2.9	7.2	3.9
CC(OC(=O)c1ccc(Cl)c(S(N)(=O)=O)c1)C(=O)NCC1CCCCC1 (configuration not stated)	-0.5	-8.6	-11.2	-2.5	-2.4	10.9	12.3	4.3	12.5	8.7	3.2
C/C(=N\Nc1ccccn1)c1ccc(S(=O)(=O)NCc2ccco2)cc1	-13.9	1.0	-19.9	-35.4	5.6	-58.5	-36.1	4.4	-1.1	-6.3	-13.1
Nc1nc(SCc2ccccc2[N+](=O)[O-])c2ncn(Cc3ccccc3)c2n1	3.2	-2.1	32.6	-17.9	25.3	4.7	-1.9	nt	-7.9	17.8	1.1
CCCSc1nc(N2CCCC2)c2c(c1C#N)CC(C)(C)OC2	9.6	-16.2	-7.5	5.3	-2.1	-11.8	22.2	3.0	31.0	23.9	5.3
CC(C)C[C@@H]1CN=C(N)N1C[C@@H]1CCCN1C[C@@H](C(C)C)N1C[C@@H](Cc2ccccc2)N(CCc2ccc(Cl)c(Cl)c2)C1=N	4.1	-1.8	4.6	-10.2	-8.2	1.9	-3.4	nt	8.4	-7.2	8.1

Assay outcomes deposited in PubChem BioAssay by several laboratories.

An excerpt; the hit share may differ from the screen's.
